# Screening results (PubChem BioAssay)
# KCNK3 block: human KCNK3 channel inhibition, primary screen. O14649. hit rate 0.84% among 340,000. CHO-KCNK3 thallium flux, FluxOR fluorescence; active compounds read low. B-score at 10 µM;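 active = B-score under library mean minus 4 SD, starting fluorescence ratio at most library mean plus 5 SD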;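 also: more negative B-score means stronger inhibition of thallium flux through KCNK3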
# TRPC4 potent: allosterically enhances the mouse TRPC4 cation channel; Q9QUQ5; HEK293 TRPC4beta/mu-opioid, DAMGO EC20, Fluo-4 Ca2+ flux; active compounds read high; B-score at 10 µM; hit rate 0.42% among 310,000; AID 2227;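 active = B-score of calcium response area above 5 SD of library B-scores, with initial fluorescence ratio within 5 SD of library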;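 also: B-score of integrated fluorescence ratio over time as area under calcium response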
# Dyrk1A ADPGlo: Dyrk1A (rat) kinase inhibition; Q63470; ADP-Glo luminescence, NFATc1 peptide; inhibition, % at 12.5 µM; hit rate 0.43% among 310,000; AID 504441; in the data active = inhibition above about 50%;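 also: plate controls were vehicle with enzyme for no effect and no enzyme for full effect; many of its hits are not listed in these tables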
# hERG rescue: compounds protecting human hERG from proarrhythmic drug block; activation (rescue from dofetilide block), less the hit threshold, % at 10 µM; CHO-hERG, FluxOR thallium flux, dofetilide IC70 present; hit rate 0.51% among 310,000;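 active = activation above the mean of controls blocked by dofetilide plus 5 SD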;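 also: thallium influx through hERG after potassium depolarization seen as dye fluorescence rise; in these data hits start at about 4.7%; inactives centre near -7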
# Target sequence (Q12809 whole entry, looked up): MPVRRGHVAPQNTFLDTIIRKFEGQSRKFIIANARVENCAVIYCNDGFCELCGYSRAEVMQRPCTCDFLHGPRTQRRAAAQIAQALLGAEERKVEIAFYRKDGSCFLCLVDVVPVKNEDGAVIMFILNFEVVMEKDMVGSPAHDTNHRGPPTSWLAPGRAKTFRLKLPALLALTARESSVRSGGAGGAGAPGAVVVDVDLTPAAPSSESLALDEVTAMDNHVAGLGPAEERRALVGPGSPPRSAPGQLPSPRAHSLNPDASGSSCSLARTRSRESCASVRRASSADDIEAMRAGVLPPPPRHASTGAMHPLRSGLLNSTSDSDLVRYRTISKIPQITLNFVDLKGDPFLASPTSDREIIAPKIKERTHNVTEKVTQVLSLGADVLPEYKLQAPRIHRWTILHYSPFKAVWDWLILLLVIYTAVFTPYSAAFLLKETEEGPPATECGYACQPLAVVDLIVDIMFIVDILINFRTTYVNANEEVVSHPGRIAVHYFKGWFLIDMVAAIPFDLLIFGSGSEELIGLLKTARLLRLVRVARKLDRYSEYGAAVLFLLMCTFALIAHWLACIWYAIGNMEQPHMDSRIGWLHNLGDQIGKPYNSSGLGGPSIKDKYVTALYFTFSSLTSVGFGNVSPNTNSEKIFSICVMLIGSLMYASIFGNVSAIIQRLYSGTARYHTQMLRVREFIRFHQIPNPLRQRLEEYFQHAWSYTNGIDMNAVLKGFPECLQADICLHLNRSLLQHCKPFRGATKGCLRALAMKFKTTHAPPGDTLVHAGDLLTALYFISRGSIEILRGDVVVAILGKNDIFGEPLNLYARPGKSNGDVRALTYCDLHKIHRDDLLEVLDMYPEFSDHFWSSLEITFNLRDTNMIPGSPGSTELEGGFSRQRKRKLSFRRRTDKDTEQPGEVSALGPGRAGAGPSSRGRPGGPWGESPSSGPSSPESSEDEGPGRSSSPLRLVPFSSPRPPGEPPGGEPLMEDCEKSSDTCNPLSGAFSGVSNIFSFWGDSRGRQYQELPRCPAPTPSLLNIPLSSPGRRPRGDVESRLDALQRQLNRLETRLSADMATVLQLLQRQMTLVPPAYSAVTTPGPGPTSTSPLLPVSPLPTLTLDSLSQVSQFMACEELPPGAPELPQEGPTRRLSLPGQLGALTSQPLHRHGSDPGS
# Platelet DG rel: platelet dense granule release activity. AID 1663. hit rate 0.22% among 300,000. inhibition, %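 (compounds screened at 7.5 µM in platelet-rich plasma)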. human platelet-rich plasma, SFLLRN dense granule ATP release, luminescence;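 active = mean replicate score, as percent of positive control, at or above 50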
# KCNQ1 act: human KCNQ1 channel potentiation or activation. CHO-K1 KCNQ1, thallium flux FluxOR fluorescence; active compounds read high. AID 2648. B-score at 10 µM. hit rate 0.35% among 310,000;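 active = fluorescence ratio B-score, a plate-corrected score, at least three library SD, with initial intensity B-score within 5 SD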
#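 assay system = KCNQ1-transfected CHO-K1 cells | medium = assay buffer with matched DMSO | probe or stimulus = depolarizing K+/Tl+ stimulus, K2SO4 and Tl2SO4 each 12.5 mM in 5x stock | dosing = single dose | incubation = dye 90 min, compound 20 min, room temperature | detection = kinetic FluxOR fluorescence, 10 s baseline plus 110 s post-stimulus | evaluation = ratio B score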
# KCNQ1 block: human KCNQ1 channel inhibition; P51787; B-score at 10 µM; CHO-K1 KCNQ1, FluxOR thallium flux fluorescence; active compounds read high; AID 2642; hit rate 1.3% among 310,000;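 active = compounds whose thallium flux B-score, printed positive for inhibition, exceeds three library SD while starting fluorescence stays within three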;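 also: channel opened by potassium depolarization with thallium stimulus after 20 min compound exposure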
# KCNK9 block: human KCNK9 channel inhibition; HEK293 KCNK9, FluxOR thallium flux fluorescence; active compounds read low; B-score at 10 µM; hit rate 1.2% among 310,000;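 active = ratio B-score over 3 SD below the library mean, with starting fluorescence within 5 SD of its mean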;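 also: negative B-score means less thallium flux so channel inhibition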
# TRPC4 inh: blocks the mouse TRPC4 cation channel; HEK293 TRPC4beta/mu-opioid, DAMGO-evoked Fluo4 calcium flux; active compounds read low; B-score at 10 µM; hit rate 0.39% among 300,000; AID 2247;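 active = B-score over 3 SD under the library average, no early fluorescence shift, positive overall ratio signal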
#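 test system = HEK293 cells with stable TRPC4beta plus mu-opioid receptor expression | detection = Fluo4 Ca2+ flux fluorescence | read-out = integrated fluorescence ratio relative to baseline, converted to per-well B score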
# TRPC4 act: TRPC4 (mouse) channel activation | Q9QUQ5 | HEK293 TRPC4beta/mu-opioid, Fluo4 calcium fluorescence; active compounds read high | B-score at 10 µM | hit rate 0.49% among 310,000;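 active = B-score above 5 SD of library B-scores, and initial fluorescence ratio not above library mean plus 5 SD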;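 also: positive B-score marks a calcium rise read as TRPC4 activation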
#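 Assay system: HEK293 cells stably co-expressing mouse TRPC4beta and mu-opioid receptor / Timing: Fluo4 dye loading 45 min at room temperature, 110 s recording / Signal: Fluo4 calcium-sensitive dye fluorescence, kinetic, 1 Hz baseline / Read-out: integrated baseline-normalised fluorescence ratio, converted to per-well B score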
# PolyA inh: inhibitors of polyadenylation in S. cerevisiae; S. cerevisiae SKY197-pL101 polyadenylation reporter, beta-gal luminescence; efflux-impaired pdr1/pdr3 knockout yeast; score 100 = 6 SD above DMSO; calls only at 12 µM; hit rate 0.02% among 300,000; AID 1875;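 active = lowest replicate activity score at least 50, where 100 means six control SD above control mean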;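 also: yeast exposed to compound for 9 h at 30 °C; higher score means more reporter readthrough which indicates perturbed polyadenylation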
# Starred values were filed as active, the others as inactive; i = inactive; . = not tested or not shown. A portion of the library. The share of hits here may be higher or lower than overall.
SMILES,KCNK3 block,TRPC4 potent,Dyrk1A ADPGlo,hERG rescue,Platelet DG rel,KCNQ1 act,KCNQ1 block,KCNK9 block,TRPC4 inh,TRPC4 act,PolyA inh
CCC(CC)c1nnc(NC(=O)C2CC(=O)N(C3CCCC3)C2)s1 (centres undefined),i,i,-0.7,-6.2,2.7,i,i,i,i,i,i
COc1ccc(C)cc1NC(=O)CN1C(=O)COc2ccc(S(=O)(=O)N3CCCCCC3)cc21,i,i,-6.0,-5.1,3.7,i,i,i,i,i,i
CCCCN(CCNP(=O)(OCC)OCC)CP(=O)(OCC)OCC,i,i,-0.7,-6.6,-3.4,i,i,i,i,i,i
CCOC(=O)C(=O)N1CCC(Cc2ccccc2)CC1,i,i,-4.9,-3.2,1.6,i,i,i,i,i,i
COC(=O)C1=C(C)NC(=O)NC1c1ccc(OC(=O)c2ccco2)cc1 (centres undefined),i,i,-2.2,-10.5,-4.1,i,i,i,i,i,i
Cc1ccc(C(=O)O)cc1-c1ccc(/C=C2/NC(=O)N(c3ccccc3)C2=O)o1,i,i,19.4,-17.8,8.6,i,i,i,i,i,i
Cc1ccc(NS(=O)(=O)c2ccc(C(=O)OCC(=O)Nc3cc(C)on3)cc2)cc1,i,i,1.7,-8.2,9.1,i,i,i,i,i,i
CC(C)CN(C(=O)COC(=O)c1ccc(Br)cc1)c1c(N)n(Cc2ccccc2)c(=O)[nH]c1=O,i,i,11.7,-9.3,-1.1,i,i,i,i,i,i
Cc1cc(C)cc(-n2ncc3c2CCCC3NC(=O)C2(C(N)=O)CC2)c1 (centres undefined),i,i,-0.5,-12.4,4.2,i,i,i,i,i,i
Oc1c(CN2CCOCC2)ccc2ccccc12,i,i,5.5,-4.6,3.5,i,i,i,i,i,i
CC1Cc2ccccc2N1C(=O)C1CCCCN1S(=O)(=O)c1ccccc1 (centres undefined),i,i,3.8,-7.6,-9.6,i,i,i,i,i,i
COc1ccc(NC(=S)Nn2cnnc2)c(OC)c1,i,i,19.8,-13.0,.,i,i,i,i,i,.
O=C(O)/C=C/C(=O)Nc1ccc(C(=O)c2ccccc2)cc1,i,i,0.7,-8.8,2.4,i,i,i,i,i,i
CCOC(=O)c1[nH]c(C)c(C(=O)Nc2ccccc2C)c1C,i,i,16.5,-0.7,-1.2,i,i,i,i,i,i
CN(C)CCCOC(=O)C1c2ccccc2Oc2ccccc21,i,i,-8.1,-0.2,1.3,i,i,i,i,i,i
CSc1ncc(Cl)c(C(=O)Nc2ccc(NC(C)=O)cc2)n1,i,i,0.9,-8.3,1.6,i,i,i,i,i,i
CCc1cccc(CC)c1NC(=O)CO/N=C(\N)CC(=O)NC1CCCCC1,i,i,-2.6,-16.1,11.5,i,i,i,i,i,i
CC(C)CNC(=O)/C=C/C(=O)O,i,i,0.1,-11.7,10.9,i,i,i,i,i,i
COC(=O)C(=N/Nc1ccccc1C(=O)OC)/C(C)=N/O,i,i,.,-10.9,-9.0,i,i,i,i,i,i
O=Cc1c(NCc2ccco2)nc2ccccn2c1=O,i,i,-1.0,-9.8,-2.3,i,i,i,i,i,i
Cc1ccc(-c2noc(CN3CCCCC3)n2)cc1,i,i,2.3,-16.3,0.5,i,i,i,i,i,i
Cc1cccc(C)c1NC(=O)C(=O)NCCOc1ccc(Cl)cc1,i,i,-5.2,-10.9,17.4,i,i,i,i,i,i
COc1cc(C(=O)OCC(=O)N(C)C)cc(NC(=O)c2ccco2)c1OC,i,i,-8.2,-18.9,5.7,i,i,i,i,i,i
COc1ccc(C2CC(c3c(-c4ccccc4)c4cc(Cl)ccc4[nH]c3=O)=NN2C(=O)CCC(=O)O)cc1 (centres undefined),i,i,-6.5,-6.4,0.6,i,i,i,i,i,i
Cc1cc(C(N)=O)nn1-c1c(Cl)cc(Cl)cc1Cl,i,i,6.6,-1.7,4.1,i,i,i,i,i,i
Cc1ccc(N2CCN(C(=O)c3ccccc3F)CC2)c(C)c1,i,i,2.8,-9.3,-1.9,i,i,i,-7*,i,i
CCOC(=O)Cc1csc(NC(=O)CC)n1,i,i,6.5,-5.6,-5.1,i,i,i,i,i,i
O=C(CCN1CCN(S(=O)(=O)c2ccc(Cl)cc2)CC1)Nc1ccccc1F,i,i,.,-14.5,1.4,i,i,i,i,i,i
COC(=O)c1ccc(C2C(C(C)=O)=C(O)C(=O)N2CCO)cc1 (centres undefined),i,i,-1.6,2.2,-0.7,i,i,i,i,i,i
CCc1c(C(=O)NCc2ccc3c(c2)OCO3)[nH]c(C)c1C(C)=O,i,i,4.3,-17.4,-3.8,i,i,i,i,i,i
COc1ccc(Cc2noc(CN3CCC(c4ccncc4)CC3)n2)cc1OC,i,i,5.8,-10.6,-21.1,i,i,i,i,i,i
O=C(Nc1ccc(O)cc1C(=O)O)c1cccs1,i,i,4.7,-0.8,0.3,i,i,i,i,i,i
COc1cccc(C(=O)NCCC2=CCCCC2)c1,i,i,.,0.1,2.7,i,i,i,i,i,i
COc1cc(/C=C2/C(=O)ON=C2C)ccc1OCc1cccc(F)c1,i,i,.,-11.3,3.1,i,i,i,.,i,i
Cc1cccc(Cn2cnc3c(sc4nc(C)cc(C)c43)c2=O)c1,i,i,-1.6,-6.4,6.6,i,i,i,i,i,i
CC(=O)Oc1ccc(N2C(=O)C3C4C=CC(CC4)C3C2=O)cc1[N+](=O)[O-] (centres undefined),i,i,-8.9,-12.6,3.7,i,i,i,i,i,i
CCN(CC)CCNC(=O)C1(O)c2cc(Br)ccc2NC(=O)N1c1c(F)cccc1F (centres undefined),i,i,1.3,-3.2,9.7,i,i,i,i,i,i
Cc1ccc(C(=O)NCc2ccc(F)cc2)cc1NC1=NC2CS(=O)(=O)CC2S1 (centres undefined),i,i,-3.8,-8.0,11.9,i,i,i,i,i,i
COc1ccc(N2CCN(CCNC(=O)c3ccc(NC(=O)C4CCCO4)cc3)CC2)cc1 (centres undefined),i,i,-0.4,-2.6,14.5,i,i,i,i,i,i
C#CCSc1nnc(CNS(=O)(=O)c2ccc(Br)cc2)n1C,i,i,-8.6,-7.6,-3.9,i,i,i,i,i,i
NC(=O)NC(=O)CSc1nc2sc(-c3ccccc3)cc2c(=O)n1-c1ccccc1,i,i,.,-14.9,0.5,i,i,i,i,i,i
COc1ccc2nc(SCC(=O)NCc3ccc(F)cc3)[nH]c2c1,i,i,13.2,-3.4,-5.4,i,i,i,i,i,i
COc1ccc(OCC(=O)Nc2nonc2NC(=O)COc2ccc(OC)cc2)cc1,i,i,-1.6,-5.3,7.7,i,i,i,i,i,i
CCN(CC)C(=O)CC(c1ccc(F)cc1)c1ccco1 (centres undefined),i,i,.,-8.4,5.6,i,i,i,i,i,i
O=C(O)c1cccc(Cn2c(Cl)c(/C=N/NC(=O)c3ccccc3Cl)sc2=O)c1,i,i,-10.7,-3.2,-7.5,i,i,i,i,i,i
C=CCN(CC=C)C(=O)c1cc2ccccc2c(=O)o1,i,i,1.5,-4.3,8.8,i,i,i,i,i,i
Clc1ccc(Cc2nc(-c3cccnc3)no2)cc1,i,i,-5.7,-9.6,3.9,i,i,i,i,i,i
CCC(C)(C)c1ccc(OCCCC[n+]2ccccc2)c(C(C)(C)CC)c1,i,i,-2.0,-23.1,1.7,i,i,i,i,i,.
Cc1ccnc(NC(=O)COc2ccc3c(c2)CCC3)c1,i,i,3.8,-14.8,-1.0,i,i,i,i,i,i
Cc1cc(NS(=O)(=O)c2ccc(NC(=O)CN3C(=O)NC(C)(c4ccccc4)C3=O)cc2)nc(C)n1 (centres undefined),i,i,-1.3,-3.7,12.7,i,i,i,i,i,i

# Carrying on:
SMILES,KCNK3 block,TRPC4 potent,Dyrk1A ADPGlo,hERG rescue,Platelet DG rel,KCNQ1 act,KCNQ1 block,KCNK9 block,TRPC4 inh,TRPC4 act,PolyA inh
CCc1nnc(NC(=O)CSc2nc3cc(OC)c(OC)cc3cc2C)s1,i,i,-7.8,-3.6,-0.1,i,i,i,i,i,i
O=C(CN1CCN(Cc2ccc3c(c2)OCO3)CC1)NCC(F)(F)F,i,i,-9.9,-3.0,1.3,i,i,i,i,i,i
Cc1ccccc1/[N+]([O-])=C/c1cccs1,i,i,-7.3,-4.0,-10.5,i,i,i,i,i,i
COc1ccccc1NC1=NC(CO)(CO)CS1,i,i,.,-3.5,10.5,i,i,i,i,i,i
c1ccc(CSc2ccc(-c3ccco3)nn2)cc1,i,i,1.2,-3.0,3.9,i,i,i,i,i,.
CN(Cc1ccccc1)C(=O)N[C@@H](Cc1ccccc1)C(=O)O,i,i,2.7,-7.5,-26.1,i,i,i,i,i,i
COc1cc(C(=O)N2CCN(c3ccccn3)CC2)cc(OC)c1OC,i,i,27.4,3.0,1.4,i,i,i,i,i,i
CC(=O)N1c2ccc(S(=O)(=O)NCCC(=O)NCc3ccc(Cl)cc3)cc2CC1C (centres undefined),i,i,-0.8,-9.9,8.2,i,i,i,i,i,i
Cc1ccc(/C=C(/C#N)C(=O)NC(C)c2ccccc2)o1 (centres undefined),i,i,-2.0,-3.2,4.3,i,i,i,i,i,i
Cc1cccc(NC(=O)NCc2cccnc2)c1C,i,i,.,-7.5,37.4,i,i,i,i,i,i
COc1ccc(S(=O)(=O)N2CCN(C(=O)NCc3ccc(C)cc3)CC2)cc1,i,i,-10.3,-12.3,22.2,i,i,i,i,i,i
CCCc1nnc(NC(=O)CCC(=O)N2CCN(CCn3c(C)ccc3C)CC2)s1,i,i,-1.0,3.1,.,i,i,i,i,i,i
CC(O)c1nc2ccccc2n1Cc1ccccc1 (centres undefined),i,i,-2.6,-8.3,8.9,i,i,i,i,i,i
Cc1ccc([N+](=O)[O-])cc1N=C1C(=O)Nc2ccccc21,i,i,0.2,-4.4,8.9,i,i,i,i,i,i
COc1ccc2nc(SCC(=O)Nc3ccccc3OC)[nH]c2c1,i,i,13.0,-7.8,19.7,i,i,i,i,i,i
O=S1(=O)CCC(=Nc2ccc(Cl)cc2)c2ccsc21,i,i,-1.2,-16.8,-1.8,i,i,i,i,i,i
COc1ccc(C2=Nc3nc(-c4ccccc4)cn3C(c3ccc(OC)cc3)C2)cc1 (centres undefined),i,i,6.5,-1.4,6.3,i,i,i,i,i,i
O=C(O)c1cccc(NC(=O)c2cccc(S(=O)(=O)Nc3cccc([N+](=O)[O-])c3)c2)c1,i,i,-1.1,-7.0,-3.9,i,i,i,i,i,i
